High-throughput results from PubChem BioAssay.
TcdB GH inh: blocks C. difficile toxin B glycohydrolase activity. P18177. TcdB glycohydrolase enzymatic assay, plate reader. inhibition, % at 9.99 µM. 0.24% of 350,000 active; in the data active = inhibition above about 10%
Starred values were filed as active, the others as inactive. A portion of the library; rates above refer to the full screens.

SMILES	TcdB GH inh
CN1C(=O)c2cc(NC(=O)Nc3ccccc3F)ccc2OC[C@H]2O[C@H](CC(=O)NCc3ccc(-c4ccccc4)cc3)CC[C@H]21	-0.4
COc1ccc(S(=O)(=O)Nc2ccc3c(c2)C(=O)N([C@@H](C)CO)C[C@@H](C)[C@H](CN(C)CC2CC2)O3)cc1	-2.3
C[C@@H]1CN([C@H](C)CO)C(=O)Cc2cc(NS(=O)(=O)c3cccs3)ccc2O[C@@H]1CN(C)C(=O)NC1CCCCC1	0.8
O=C(C[C@@H]1CC[C@H]2[C@@H](COC[C@H](O)CN2S(=O)(=O)c2cccc(F)c2)O1)NCCCN1CCOCC1	-0.2
CCC(=O)N[C@H]1C=C[C@@H](CC(=O)NCC2CCCCC2)O[C@@H]1CO	0.8
CC(C)NC(=O)Nc1ccc2c(c1)C(=O)N([C@H](C)CO)C[C@H](C)[C@H](CN(C)C(=O)NC(C)C)O2	1.3
COc1ccc(S(=O)(=O)Nc2ccc3c(c2)CC(=O)N([C@H](C)CO)C[C@@H](C)[C@@H](CN(C)C(=O)Nc2ccccc2)O3)cc1	0.5
C[C@@H]1CN([C@@H](C)CO)C(=O)c2cc(C#CC3CCCCC3)cnc2O[C@H]1CN(C)C(=O)C1CCCCC1	0.4
COc1ccc(CN(C)C[C@H]2Oc3c(NC(=O)Nc4ccc(F)cc4)cccc3C(=O)N([C@@H](C)CO)C[C@H]2C)cc1	-1.1
O=C(Cc1ccccc1)N1CCCCN2[C@H](C1)[C@@H](c1ccc(C#CC3(O)CCCC3)cc1)[C@@H]2CO	-0.6
C[C@@H]1CN([C@@H](C)CO)C(=O)c2cc(NS(=O)(=O)c3cccs3)ccc2O[C@@H](C)CCCCO[C@H]1CN(C)C	2.0
CCNC[C@@H]1[C@H](c2ccc(-c3ccc(F)cc3)cc2)[C@H](CO)N1S(C)(=O)=O	-0.4
COc1ccccc1-c1cnc2c(c1)C(=O)N([C@@H](C)CO)C[C@@H](C)[C@H](CN(C)CC1CCOCC1)O2	-1.6
CC(C)CC#Cc1cnc2c(c1)C(=O)N([C@@H](C)CO)C[C@@H](C)[C@@H](CN(C)C(=O)Nc1cccc(F)c1)O2	-1.0
CN(C)C(=O)c1ccc(-c2ccc([C@@H]3[C@@H](C#N)N(C(=O)Nc4ccccc4F)[C@H]3CO)cc2)cc1	0.3
C[C@@H]1CN([C@H](C)CO)C(=O)Cc2cc(NC(=O)Cn3cnnn3)ccc2O[C@@H]1CN(C)Cc1ccc(C(F)(F)F)cc1	1.4
CCC(=O)Nc1ccc2c(c1)C(=O)N(C)[C@H]1CC[C@H](CC(=O)Nc3cccc(OC)c3)O[C@@H]1CO2	-2.6
N#C[C@H]1[C@H](c2ccc(C#Cc3cccc(F)c3)cc2)[C@@H](CO)N1C(=O)C1CCCC1	-0.4
CNC[C@H]1Oc2ccc(NC(=O)Cn3cnnn3)cc2C(=O)N([C@H](C)CO)C[C@H]1C	0.4
COCC(=O)Nc1ccc2c(c1)OC[C@@H](C)N(C(=O)c1ccccc1F)C[C@H](C)[C@@H](OC)CN(C)C2=O	-0.8
O=C(C[C@@H]1CC[C@H]2[C@@H](COC[C@@H](O)CN2Cc2cccc(F)c2)O1)NCC1CCCCC1	0.8
CCCC#Cc1ccc([C@@H]2[C@H](CO)N3C(=O)CN(C(=O)c4cccnc4)C[C@@H]23)cc1	0.3
CN(C)C(=O)C[C@@H]1CC[C@@H]2[C@@H](COc3ccc(NC(=O)C4CCCC4)cc3C(=O)N2C)O1	0.9
CCCC(=O)Nc1ccc2c(c1)C(=O)N(C)C[C@@H](OC)[C@@H](C)CN(CCC(F)(F)F)[C@H](C)CO2	-0.7
COc1ccc(NC(=O)N(C)C[C@@H]2Oc3ccc(NC(=O)CCN4CCOCC4)cc3C(=O)N([C@@H](C)CO)C[C@@H]2C)cc1	-0.4

Going on with the list.
SMILES	TcdB GH inh
O=C(CCN1CCCCC1)N[C@@H]1CC[C@@H](CCNS(=O)(=O)c2ccc(Cl)cc2)O[C@@H]1CO	-0.2
O=C(C[C@@H]1CC[C@@H]2[C@H](COC[C@H](O)CN2Cc2ccc(Oc3ccccc3)cc2)O1)N1CCOCC1	-0.5
CCc1cnc(N2[C@H](CO)[C@H](c3ccc(C#CCC4CCCC4)cc3)[C@@H]2C#N)s1	0.4
C[C@@H]1CN([C@@H](C)CO)C(=O)c2cc(C#Cc3cccc(F)c3)cnc2O[C@H]1CN(C)C(=O)c1ccccc1F	1.2
O=S(=O)(c1ccc(F)cc1)N1CC[C@H]2[C@H](CO)Nc3ccc(Br)cc3[C@H]21	-0.1
N#C[C@H]1[C@@H](c2ccccc2)[C@@H](CO)N1C(=O)Cc1ccccc1	-0.6
COC(=O)[C@H]1[C@H](CO)[C@H]2Cn3c(ccc(C4=CCCC4)c3=O)[C@@H]1N2CC1CCCC1	0.5
C[C@@H]1CN([C@@H](C)CO)C(=O)c2cc(NC(=O)C3CCCCC3)ccc2O[C@@H]1CN(C)S(C)(=O)=O	-0.4
COCC#Cc1cnc2c(c1)C(=O)N([C@@H](C)CO)C[C@@H](C)[C@H](CN(C)C(=O)Nc1ccc(OC)cc1)O2	-0.6
C[C@H]1CN([C@@H](C)CO)C(=O)c2cc(N(C)C)ccc2O[C@@H]1CN(C)S(=O)(=O)c1ccccc1	-1.6
O=C(C[C@@H]1C=C[C@@H](NC(=O)Nc2ccccc2F)[C@@H](CO)O1)NCc1ccccc1	-0.5
CCc1nc(N2[C@H](C#N)[C@@H](c3ccccc3-c3ccccc3C)[C@@H]2CO)sc1C	0.0
O=C(C[C@H]1CC[C@@H]2[C@H](COC[C@H](O)CN2Cc2ccc3c(c2)OCO3)O1)N1CCCCC1	-1.1
C[C@H](CO)N1C[C@H](C)[C@@H](CN(C)Cc2ccc(-c3ccccc3)cc2)Oc2ccc(NC(=O)Nc3ccc4c(c3)OCO4)cc2CC1=O	0.1
O=S(=O)(N[C@H]1CC[C@H](CCn2cc(-c3cccnc3)nn2)O[C@@H]1CO)c1ccc(F)cc1	-0.8
O=C(c1cccnc1)N1CC(=O)N2[C@H](C1)[C@H](c1ccc(-c3cccnc3)cc1)[C@@H]2CO	-0.4
C[C@H]1CN([C@@H](C)CO)C(=O)c2cc(-c3ccccc3)cnc2O[C@H]1CN(C)C(=O)C1CCCCC1	1.2
CCCC#Cc1cnc2c(c1)C(=O)N([C@H](C)CO)C[C@@H](C)[C@H](CN(C)C(=O)Nc1c(C)noc1C)O2	0.3
CO[C@@H]1CN(C)C(=O)c2ccc(NC(C)=O)cc2OC[C@H](C)N(C(=O)Cc2ccccn2)C[C@H]1C	0.7
C[C@H](CO)N1C[C@H](C)[C@H](CN(C)Cc2ccc(-c3ccccc3)cc2)Oc2c(NC(=O)Nc3ccc(C(F)(F)F)cc3)cccc2C1=O	0.7
C[C@H](CO)N1C[C@H](C)[C@@H](CN(C)S(=O)(=O)c2ccc(Cl)cc2)Oc2ccc(NS(C)(=O)=O)cc2CC1=O	-0.6
C[C@H]1CN([C@@H](C)CO)C(=O)c2cc(NC(=O)Nc3ccc(C(F)(F)F)cc3)ccc2O[C@@H]1CN(C)Cc1ccc(Cl)c(Cl)c1	0.8
CCC(=O)N1CCCCN2[C@H](CO)[C@@H](c3ccc(-c4cccc(C#N)c4)cc3)[C@H]2C1	1.3
N#C[C@H]1[C@H](c2ccc(C#Cc3ccccc3F)cc2)[C@@H](CO)N1C(=O)c1cccnc1	0.4
Cc1noc(C)c1NC(=O)N(C)C[C@@H]1OCCCC[C@H](C)Oc2ccc(NS(=O)(=O)c3ccc(F)cc3)cc2C(=O)N([C@@H](C)CO)C[C@@H]1C	-1.3

A draw from above in order of length of the SMILES, rising:
SMILES	TcdB GH inh
CCc1cnc(N2[C@H](CO)[C@H](c3ccc(C#CCC4CCCC4)cc3)[C@@H]2C#N)s1	0.4
O=C(c1cccnc1)N1CC(=O)N2[C@H](C1)[C@H](c1ccc(-c3cccnc3)cc1)[C@@H]2CO	-0.4
O=C(C[C@H]1CC[C@@H]2[C@H](COC[C@H](O)CN2Cc2ccc3c(c2)OCO3)O1)N1CCCCC1	-1.1
CN(C)C(=O)C[C@@H]1CC[C@@H]2[C@@H](COc3ccc(NC(=O)C4CCCC4)cc3C(=O)N2C)O1	0.9
O=C(C[C@@H]1CC[C@@H]2[C@H](COC[C@H](O)CN2Cc2ccc(Oc3ccccc3)cc2)O1)N1CCOCC1	-0.5
CCCC#Cc1cnc2c(c1)C(=O)N([C@H](C)CO)C[C@@H](C)[C@H](CN(C)C(=O)Nc1c(C)noc1C)O2	0.3
COCC#Cc1cnc2c(c1)C(=O)N([C@@H](C)CO)C[C@@H](C)[C@H](CN(C)C(=O)Nc1ccc(OC)cc1)O2	-0.6
COc1ccc(CN(C)C[C@H]2Oc3c(NC(=O)Nc4ccc(F)cc4)cccc3C(=O)N([C@@H](C)CO)C[C@H]2C)cc1	-1.1
C[C@H](CO)N1C[C@H](C)[C@@H](CN(C)S(=O)(=O)c2ccc(Cl)cc2)Oc2ccc(NS(C)(=O)=O)cc2CC1=O	-0.6
CN1C(=O)c2cc(NC(=O)Nc3ccccc3F)ccc2OC[C@H]2O[C@H](CC(=O)NCc3ccc(-c4ccccc4)cc3)CC[C@H]21	-0.4
C[C@H](CO)N1C[C@H](C)[C@H](CN(C)Cc2ccc(-c3ccccc3)cc2)Oc2c(NC(=O)Nc3ccc(C(F)(F)F)cc3)cccc2C1=O	0.7

Next results.
SMILES	TcdB GH inh
CCS(=O)(=O)Nc1ccc2c(c1)C(=O)N(C)C[C@@H](OC)[C@@H](C)CN[C@H](C)CO2	0.6
O=C(C[C@@H]1C[C@@H]2c3cc(NC(=O)Nc4ccccc4F)ccc3O[C@@H]2[C@H](CO)O1)NCC1CC1	0.7
CCNC(=O)[C@H]1[C@H](CO)[C@H]2Cn3c(ccc(-c4cccnc4)c3=O)[C@H]2N1Cc1ccc2c(c1)OCO2	1.0
COCCNC(=O)[C@H]1[C@H](CO)[C@H]2Cn3c(ccc(-c4ccccc4)c3=O)[C@@H]1N2C(=O)NC(C)C	1.0
C[C@@H]1CN([C@H](C)CO)C(=O)c2ccccc2-c2ccccc2CO[C@H]1CN(C)S(=O)(=O)c1ccccc1F	-0.2
C[C@@H]1CN([C@H](C)CO)S(=O)(=O)c2ccc(C#CC3(O)CCCC3)cc2O[C@H]1CN(C)C(=O)Nc1ccccc1	-0.6
Cc1noc(C)c1S(=O)(=O)Nc1ccc2c(c1)C(=O)N([C@@H](C)CO)C[C@@H](C)[C@@H](CN(C)CC1CC1)O2	0.5
C[C@@H]1CN([C@@H](C)CO)S(=O)(=O)c2ccc(C#CC(C)(C)O)cc2O[C@@H]1CN(C)C(=O)C1CCC1	-0.8
O=C(C1CCCCC1)N1C[C@@H]2[C@H](c3ccccc31)[C@@H](CO)N2C(=O)c1ccccc1F	-0.1
CN1C(=O)c2cc(NC(=O)c3ccc(F)c(F)c3)ccc2OC[C@@H]2O[C@@H](CC(=O)N[C@H]3CCN(Cc4ccccc4)C3)CC[C@H]21	2.9
C[C@H](CO)N1C[C@H](C)[C@H](CN(C)C(=O)Nc2ccc3c(c2)OCO3)Oc2ccc(NC(=O)CCCCCC(=O)Nc3ccccc3N)cc2C1=O	-1.6
C[C@@H]1CN([C@H](C)CO)C(=O)c2cc(NC(=O)Nc3ccc4c(c3)OCO4)ccc2O[C@@H](C)CCCCO[C@@H]1CN(C)S(=O)(=O)c1cn(C)cn1	-2.2
C[C@@H]1CN([C@H](C)CO)C(=O)c2cc(NC(=O)Nc3ccc4c(c3)OCO4)ccc2O[C@@H]1CN(C)Cc1ccc2c(c1)OCO2	1.3
C[C@@H]1CN([C@H](C)CO)S(=O)(=O)c2ccc(/C=C/c3ccccc3)cc2O[C@@H]1CN(C)CC1CC1	0.6
C[C@@H]1CCCCO[C@@H](CN(C)C(=O)C2CCCCC2)[C@@H](C)CN([C@H](C)CO)C(=O)c2cc(NC(=O)Nc3ccc(F)cc3)ccc2O1	-0.1
Cc1ccc(S(=O)(=O)N(C)C[C@@H]2Oc3c(NC(=O)C4CC4)cccc3C(=O)N([C@H](C)CO)C[C@@H]2C)cc1	-2.0
COc1ccc([Si](C)(C)[C@@H]2[C@@H](CCO)O[C@]3(C(=O)N(Cc4cccc(N5CCCCC5=O)c4)c4ccccc43)[C@H]2C)cc1	0.1
Cc1ccc(S(=O)(=O)Nc2ccc3c(c2)C(=O)N([C@@H](C)CO)C[C@@H](C)[C@H](CN(C)C(=O)Nc2c(C)noc2C)OCCCC[C@H](C)O3)cc1	-0.1
COc1ccc(NC(=O)N(C)C[C@H]2Oc3ncc(C#C[C@H](C)O)cc3C(=O)N([C@@H](C)CO)C[C@@H]2C)cc1	0.1
O=C(NC1CCCCC1)N[C@@H]1CC[C@H](CCNS(=O)(=O)c2ccc(Cl)cc2)O[C@H]1CO	-2.6
CCC(=O)N1C[C@H]2[C@@H](c3ccccc31)[C@@H](CO)N2Cc1cc(F)ccc1F	-0.8
CC(=O)N1CCCCN2[C@H](CO)[C@H](c3ccc(C#Cc4ccccc4F)cc3)[C@@H]2C1	0.1
C[C@H](CO)N1C[C@H](C)[C@@H](CN(C)Cc2ccc(-c3ccccc3)cc2)Oc2c(NC(=O)c3ccc(-c4nccs4)cc3)cccc2C1=O	-0.1
Cc1ccccc1S(=O)(=O)N1C[C@@H](O)COC[C@@H]2O[C@H](CC(=O)NCCc3ccccc3)CC[C@H]21	-0.5
CC(=O)N(C)C[C@@H]1Oc2cc(-c3cccc(C#N)c3)ccc2S(=O)(=O)N([C@@H](C)CO)C[C@@H]1C	0.5

New compounds follow
SMILES	TcdB GH inh
O=C(N[C@H]1CC[C@@H](CCNC(=O)C2CC2)O[C@H]1CO)c1ccncc1	-0.3
COc1cccc(CN2CC3(CN(C)C3)c3c(n(C)c4cc(OC)ccc34)[C@H]2CO)c1	-0.4
COCC(=O)N1C[C@H]2[C@@H](c3ccccc31)[C@@H](CO)N2C(=O)Nc1ccccc1Cl	-0.6
C[C@@H]1CN([C@@H](C)CO)C(=O)c2cc(NS(=O)(=O)c3ccc(Cl)cc3)ccc2O[C@@H]1CN(C)Cc1ccc(-c2ccccc2)cc1	-0.5
C[C@H](CO)N1C[C@H](C)[C@@H](CN(C)S(=O)(=O)c2ccccc2)OCCCC[C@H](C)Oc2ccc(NC(=O)Nc3ccc(F)cc3)cc2C1=O	-0.1
C[C@H](CO)N1C[C@H](C)[C@H](CN(C)S(=O)(=O)c2ccccc2)Oc2c(NC(=O)Nc3ccc(F)cc3)cccc2C1=O	3.1
CCC(=O)Nc1ccc2c(c1)C(=O)N(C)C[C@H](OC)[C@@H](C)CN(Cc1ccccc1C(=O)O)[C@H](C)CO2	-6.2
